Screening results: PubChem, several laboratories
Dyrk1A ADPGlo – blocks rat Dyrk1A kinase activity; ADP-Glo luminescence, NFATc1 peptide; inhibition, % at 12.5 µM; 0.43% of 310,000 active; in the data active = inhibition above about 50%;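 also: plate controls were vehicle with enzyme for no effect and no enzyme for full effect; many of its hits are not listed in these tables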
ANO1 activ – mouse TMEM16A channel activation, primary screen | HEK293 TMEM16A/YFP-H148Q/I152L, iodide quench fluorescence; hits give low values | B-score at 10 µM | 0.3% of 340,000 active | AID 623877;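 active = fluorescence-ratio B-score plate-corrected deviation score at least 3 library SD below zero, with starting fluorescence score within 5 deviations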;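 also: channel opened by trigger with iodide after compound preincubation; score built on the fluorescence ratio of max minus min over baseline; more negative score means more quench and so TMEM16A activation or potentiation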
HDAC3 inh – inhibitors of human histone deacetylase 3 | O15379 | recombinant HDAC3, fluorogenic peptide/trypsin coupled, fluorescence | inhibition, % at 8.3 µM | 0.15% of 320,000 active | AID 2718; in the data active = inhibition above about 26%, passing the limit was not always enough; inconclusive = no clear call, values can overlap the other calls
Target sequence (O15379 whole entry, looked up): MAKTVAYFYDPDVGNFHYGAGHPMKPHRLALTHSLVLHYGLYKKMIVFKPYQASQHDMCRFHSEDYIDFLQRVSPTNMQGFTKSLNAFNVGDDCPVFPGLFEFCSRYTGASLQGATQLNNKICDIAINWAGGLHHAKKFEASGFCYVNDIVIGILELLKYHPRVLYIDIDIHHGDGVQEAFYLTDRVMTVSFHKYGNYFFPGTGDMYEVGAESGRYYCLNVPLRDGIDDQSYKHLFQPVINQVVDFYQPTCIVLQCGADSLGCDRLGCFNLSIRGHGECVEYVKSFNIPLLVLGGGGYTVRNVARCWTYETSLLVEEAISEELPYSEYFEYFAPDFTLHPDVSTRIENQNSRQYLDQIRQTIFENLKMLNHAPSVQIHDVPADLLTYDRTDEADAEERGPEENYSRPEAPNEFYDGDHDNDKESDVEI
KCNK3 block – human KCNK3 channel inhibition, primary screen. 0.84% of 340,000 active. B-score at 10 µM. O14649. CHO-KCNK3 thallium flux, FluxOR fluorescence; hits give low values;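 active = B-score under library mean minus 4 SD, starting fluorescence ratio at most library mean plus 5 SD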;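 also: more negative B-score means stronger inhibition of thallium flux through KCNK3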
Target sequence (O14649 whole entry, looked up): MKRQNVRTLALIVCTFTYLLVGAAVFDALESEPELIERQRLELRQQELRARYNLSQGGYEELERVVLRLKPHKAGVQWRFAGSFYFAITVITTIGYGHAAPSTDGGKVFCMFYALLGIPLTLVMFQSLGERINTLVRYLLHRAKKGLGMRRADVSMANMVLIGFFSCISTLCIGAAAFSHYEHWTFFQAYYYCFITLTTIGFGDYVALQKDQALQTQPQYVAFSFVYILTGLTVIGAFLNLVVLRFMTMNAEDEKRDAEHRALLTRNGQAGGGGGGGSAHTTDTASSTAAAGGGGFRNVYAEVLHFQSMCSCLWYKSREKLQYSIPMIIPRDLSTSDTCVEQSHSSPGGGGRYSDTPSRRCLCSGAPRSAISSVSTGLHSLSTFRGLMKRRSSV
Numbers without * were called inactive. Only part of the results is shown (hit frequency here may not be typical).

For O=C(COC(=O)/C=C/c1cccc(F)c1)NC1CCCC1 the results were Dyrk1A ADPGlo -6, ANO1 activ inactive, HDAC3 inh 13 and KCNK3 block inactive.
`O=C(CCN1C(=O)C2CCCCC2C1=O)Nc1nc2ccc(F)cc2s1` (stereo not given) gave Dyrk1A ADPGlo 1, ANO1 activ inactive, HDAC3 inh 2 and KCNK3 block inactive.
`COc1ccc(NC(=O)Nc2cccc3c2O[C@H](CN(C)S(C)(=O)=O)[C@@H](C)CN([C@H](C)CO)C3=O)cc1` gave Dyrk1A ADPGlo 5, ANO1 activ inactive, HDAC3 inh 0 and KCNK3 block inactive.
Screening COc1cccc(NC(=O)CN(C)C(=O)CCNC(=O)c2ccccc2Cl)c1 returned Dyrk1A ADPGlo -7, ANO1 activ inactive, HDAC3 inh inconclusive and KCNK3 block inactive.
Screening O=C(N/C(=C\c1ccco1)C(=O)N1CCCCC1)c1ccc([N+](=O)[O-])cc1 returned Dyrk1A ADPGlo 5, ANO1 activ inactive, HDAC3 inh -3 and KCNK3 block inactive.
Cc1onc(-c2c(F)cccc2Cl)c1C(=O)Nc1ccc(S(=O)(=O)N2CCOCC2)cc1 was read as Dyrk1A ADPGlo 2, ANO1 activ inactive, HDAC3 inh 7 and KCNK3 block inactive.
`COc1cccc(/C=C/C(=O)OCC(=O)Nc2cccc(S(=O)(=O)NC3=NCCCCC3)c2)c1` gave Dyrk1A ADPGlo -7, ANO1 activ inactive, HDAC3 inh -6 and KCNK3 block inactive.
`O=C(c1cccc(S(=O)(=O)N2CCc3ccccc32)c1)N1CCOCC1` gave Dyrk1A ADPGlo -3, ANO1 activ inactive, HDAC3 inh -2 and KCNK3 block inactive.
Screening CCCCNc1c(-c2ccc(OC)c(Sc3ccc(OC)cc3)c2)nc2cnccn12 returned Dyrk1A ADPGlo 5, ANO1 activ inactive, HDAC3 inh 13 and KCNK3 block inactive.
O=S(=O)(c1ccc2c(c1)OCCO2)N1CCN(S(=O)(=O)c2ccccn2)CC1 was read as Dyrk1A ADPGlo 3, ANO1 activ inactive, HDAC3 inh -2 and KCNK3 block inactive.

Ordered by formula weight (smallest number first): some entries from above.
Screening O=C(N/C(=C\c1ccco1)C(=O)N1CCCCC1)c1ccc([N+](=O)[O-])cc1 returned Dyrk1A ADPGlo 5, ANO1 activ inactive, HDAC3 inh -3 and KCNK3 block inactive.
Cc1onc(-c2c(F)cccc2Cl)c1C(=O)Nc1ccc(S(=O)(=O)N2CCOCC2)cc1 was read as Dyrk1A ADPGlo 2, ANO1 activ inactive, HDAC3 inh 7 and KCNK3 block inactive.
`COc1cccc(/C=C/C(=O)OCC(=O)Nc2cccc(S(=O)(=O)NC3=NCCCCC3)c2)c1` gave Dyrk1A ADPGlo -7, ANO1 activ inactive, HDAC3 inh -6 and KCNK3 block inactive.

Further results:
Cn1c(C=O)c(-c2ccc3cc[nH]c3c2)c2ccccc21 was read as Dyrk1A ADPGlo 0, ANO1 activ inactive, HDAC3 inh -3 and KCNK3 block inactive.
For O=C(COC(=O)/C=C/c1ccc([N+](=O)[O-])cc1)NCC1CCCCC1 the results were Dyrk1A ADPGlo 5, ANO1 activ inactive, HDAC3 inh -3 and KCNK3 block inactive.
For O=C(Nc1ccccc1N1CCCCC1)C1CC(=O)N(c2ccccc2F)C1 (stereo not given) the results were Dyrk1A ADPGlo 2, ANO1 activ inactive, HDAC3 inh -3 and KCNK3 block inactive.
`COc1ccc(NC(=O)CN2CCN(S(=O)(=O)c3cccs3)CC2)cc1Cl` gave Dyrk1A ADPGlo 1, ANO1 activ inactive, HDAC3 inh 3 and KCNK3 block inactive.
Screening COc1ccc(NC(=O)CN2C(=O)NC(C)(c3ccc4c(c3)OCO4)C2=O)cc1S(N)(=O)=O (stereo not given) returned Dyrk1A ADPGlo 2, ANO1 activ inactive, HDAC3 inh 2 and KCNK3 block inactive.
For CC(Sc1nnc(C2CC2)n1C1CC1)C(=O)NC1(C#N)CCCCC1 (stereo not given) the results were Dyrk1A ADPGlo 4, ANO1 activ inactive, HDAC3 inh 1 and KCNK3 block inactive.
NC(=O)c1ccsc1NC(=O)COC(=O)COc1ccc(C=O)cc1 was read as Dyrk1A ADPGlo 6, ANO1 activ inactive, HDAC3 inh 5 and KCNK3 block inactive.
Screening COc1cc(OC)cc(-c2c(-c3ccc(F)cc3)c3cc(-c4ccc(SC)cc4)ccc3n2C)c1 returned Dyrk1A ADPGlo 3, ANO1 activ inactive, HDAC3 inh -7 and KCNK3 block inactive.
CC(C)Cn1c(N)c(C(=O)COC(=O)C2Cc3ccccc3CN2S(C)(=O)=O)c(=O)n(C)c1=O (stereo not given) was read as Dyrk1A ADPGlo 10, ANO1 activ inactive, HDAC3 inh 15 and KCNK3 block inactive.
Screening CSc1nnc(SCC(=O)Nc2ccc3[nH]c(=O)[nH]c3c2)s1 returned Dyrk1A ADPGlo 6, ANO1 activ inactive, HDAC3 inh 5 and KCNK3 block inactive.
For Cn1ccnc1SCC(=O)Nc1cccc(C#N)c1 the results were Dyrk1A ADPGlo -2, ANO1 activ inactive, HDAC3 inh 7 and KCNK3 block inactive.
For COc1cc(C(=O)OCC(=O)NC2CC2)cc(OC)c1OC the results were Dyrk1A ADPGlo 0, ANO1 activ inactive, HDAC3 inh -4 and KCNK3 block inactive.
O=C(c1ccco1)N1N=C(c2ccco2)CC1c1ccc(Cl)cc1Cl (stereo not given) was read as Dyrk1A ADPGlo -1, ANO1 activ inactive, HDAC3 inh 0 and KCNK3 block inactive.
Screening Cc1ccc(Oc2ccc(NS(=O)(=O)c3cccc(C(=O)O)c3)cc2)cc1 returned Dyrk1A ADPGlo -3, ANO1 activ inactive, HDAC3 inh 2 and KCNK3 block inactive.
Screening Cc1ccc(N(C)S(=O)(=O)c2cccc(C(=O)NNC(=O)c3ccncc3)c2)cc1 returned Dyrk1A ADPGlo 7, ANO1 activ inactive, HDAC3 inh 2 and KCNK3 block inactive.
`Cc1cccc(CNc2ncnc3ccc(-c4ccoc4)cc23)c1` gave Dyrk1A ADPGlo 66*, ANO1 activ inactive, HDAC3 inh 3 and KCNK3 block inactive.
For CC(=O)NC(c1ccco1)c1cc(Cl)c2ccc(Cl)nc2c1O (stereo not given) the results were Dyrk1A ADPGlo -1, ANO1 activ inactive, HDAC3 inh -1 and KCNK3 block inactive.
Cc1nnc(N=c2ssnc2Cl)o1 was read as Dyrk1A ADPGlo -1, ANO1 activ inactive, HDAC3 inh -3 and KCNK3 block inactive.
For CCOC(=O)[C@@H]1[C@H]2COc3ccccc3[C@H]2N2C(=O)N(c3cccc(C)c3)C(=O)[C@]12C the results were Dyrk1A ADPGlo 4, ANO1 activ inactive, HDAC3 inh 2 and KCNK3 block inactive.
Cc1ccc(C)c(SCC(=O)N(C)C2CCS(=O)(=O)C2)c1 (stereo not given) was read as Dyrk1A ADPGlo -2, ANO1 activ inactive, HDAC3 inh 3 and KCNK3 block inactive.
`CCN(Cc1nc2ccccc2c(=O)[nH]1)C(=O)CN1C(=O)NC2(CCCCC2C)C1=O` (stereo not given) gave Dyrk1A ADPGlo 2, ANO1 activ inactive, HDAC3 inh -4 and KCNK3 block inactive.
Screening COCCN(CCOC)S(=O)(=O)NC[C@H]1O[C@@H](n2cnc3c(N)ncnc32)[C@H](O)[C@@H]1O returned Dyrk1A ADPGlo 1, ANO1 activ inactive, HDAC3 inh -2 and KCNK3 block inactive.
CN(CC(=O)Nc1ccc(Cl)cc1F)C1CCS(=O)(=O)C1 (stereo not given) was read as Dyrk1A ADPGlo -2, ANO1 activ inactive, HDAC3 inh -5 and KCNK3 block inactive.
For COc1ccc(CCNC(=O)COC(=O)c2cc3ccccc3oc2=O)cc1OC the results were Dyrk1A ADPGlo -6, ANO1 activ inactive, HDAC3 inh -6 and KCNK3 block inactive.
CC(=O)Oc1c(C)c2c3c(c1OC(C)=O)[C@@H](C)CC[C@@H]3[C@@H](C)C[C@H]2C=C(C)C was read as Dyrk1A ADPGlo 2, ANO1 activ inactive, HDAC3 inh 0 and KCNK3 block inactive.
Screening CC1CCCC(C)N1C(=O)COc1cccc(Oc2ccccc2)c1 (stereo not given) returned Dyrk1A ADPGlo -3, ANO1 activ inactive, HDAC3 inh 3 and KCNK3 block inactive.
Cc1ccn2c(NC3CCCCC3)c(-c3cccc(SC4CCCCC4)c3)nc2c1 was read as Dyrk1A ADPGlo 40, ANO1 activ inactive, HDAC3 inh 0 and KCNK3 block inactive.
`CC(=O)N1CCN(c2ccc(NCc3ccc(-c4ccc(Br)cc4)o3)cc2)CC1` gave Dyrk1A ADPGlo -1, ANO1 activ inactive, HDAC3 inh 9 and KCNK3 block inactive.
For N#Cc1ccc(C(=O)NNC(=O)c2cccc(S(=O)(=O)N3CCOCC3)c2)cc1 the results were Dyrk1A ADPGlo -3, ANO1 activ inactive, HDAC3 inh 7 and KCNK3 block inactive.
Screening Cc1ccc(S(=O)(=O)N2CCC(C(=O)OC(C)C(=O)NC3CCCCC3C)CC2)cc1 (stereo not given) returned Dyrk1A ADPGlo -4, ANO1 activ inactive, HDAC3 inh 4 and KCNK3 block inactive.
`C=CC[C@@H](CC(=O)N[C@@H](CO)Cc1ccccc1)C(=O)N[C@H](COC(=O)[C@@H](CC=C)Cc1ccc(F)cc1)Cc1c[nH]c2ccccc12` gave Dyrk1A ADPGlo -3, ANO1 activ inactive, HDAC3 inh 9 and KCNK3 block inactive.
O=C(NS(=O)(=O)Nc1ccccc1)C1=C(N2CCCC2)COC1=O was read as Dyrk1A ADPGlo -1, ANO1 activ inactive, HDAC3 inh -5 and KCNK3 block inactive.
For CCCNC(=O)CSc1ccc(S(=O)(=O)N2CCCC2)cn1 the results were Dyrk1A ADPGlo -6, ANO1 activ inactive, HDAC3 inh -3 and KCNK3 block inactive.
Screening CSCCC(NC(=O)c1ccccc1Cl)C(=O)N1CCCCCCC1 (stereo not given) returned Dyrk1A ADPGlo 0, ANO1 activ inactive, HDAC3 inh 3 and KCNK3 block inactive.
`Cc1cc(=O)oc2cc(OCC(=O)N3c4ccccc4NC(=O)C3(C)C)ccc12` gave Dyrk1A ADPGlo 1, ANO1 activ inactive, HDAC3 inh -10 and KCNK3 block inactive.
For Cc1cccc([N+](=O)[O-])c1NC(=O)COC(=O)C1CCCO1 (stereo not given) the results were Dyrk1A ADPGlo -7, ANO1 activ inactive, HDAC3 inh -6 and KCNK3 block inactive.
Screening Nc1cc(S(=O)(=O)N2CCOCC2)ccc1N1CCOCC1 returned Dyrk1A ADPGlo 1, ANO1 activ inactive, HDAC3 inh -3 and KCNK3 block inactive.
For CCOC(=O)C1=CC[C@@H](c2ccco2)N(S(=O)(=O)c2ccc(C)cc2)[C@H]1C(=O)OCC the results were Dyrk1A ADPGlo -7, ANO1 activ inactive, HDAC3 inh -6 and KCNK3 block inactive.
Screening O=C(OCC(=O)N1CCN(C(=O)c2ccco2)CC1)c1ccc(Cl)nc1 returned Dyrk1A ADPGlo -8, ANO1 activ inactive, HDAC3 inh 11 and KCNK3 block inactive.
For CC1=C(C)CC2C(C1)C(=O)c1ccc(Br)cc1S2(=O)=O (stereo not given) the results were Dyrk1A ADPGlo 1, ANO1 activ inactive, HDAC3 inh 0 and KCNK3 block inactive.
For COc1ccccc1N1CC(C(=O)Nc2nc(C)cs2)CC1=O (stereo not given) the results were Dyrk1A ADPGlo 8, ANO1 activ inactive, HDAC3 inh 3 and KCNK3 block inactive.
Screening O=C(Nc1ccc(N2CCN(C(=O)c3ccco3)CC2)cc1)c1cc(Br)ccc1Cl returned Dyrk1A ADPGlo 0, ANO1 activ inactive, HDAC3 inh 8 and KCNK3 block inactive.
CC1CCC(NC(=O)COC(=O)c2ccco2)CC1 (stereo not given) was read as Dyrk1A ADPGlo -6, ANO1 activ inactive, HDAC3 inh -1 and KCNK3 block inactive.
CC(OC(=O)c1ccc(NC(=O)CC#N)cc1)C(=O)NC(c1ccccc1)c1ccccc1 (stereo not given) was read as Dyrk1A ADPGlo -1, ANO1 activ inactive, HDAC3 inh 2 and KCNK3 block inactive.
`Cc1ccc(C(=O)CCC(=O)NNC(=O)c2ccccc2O)cc1` gave Dyrk1A ADPGlo 5, ANO1 activ inactive, HDAC3 inh 0 and KCNK3 block inactive.
Cc1ccc(S(=O)(=O)NCC(=O)Nc2cccnc2)cc1C was read as Dyrk1A ADPGlo -5, ANO1 activ inactive, HDAC3 inh -2 and KCNK3 block inactive.
Screening CCN(CC(=O)Nc1ccc(OC)cc1)C(=O)Cc1coc2cc(C)c(C)cc12 returned Dyrk1A ADPGlo 0, ANO1 activ inactive, HDAC3 inh 1 and KCNK3 block inactive.
`CC(C)(C)OC(=O)C[C@H]1C/C=C\C[C@H](CC(=O)NCCO)C(=O)N[C@@H](c2ccccc2)COC1=O` gave Dyrk1A ADPGlo -1, ANO1 activ inactive, HDAC3 inh -1 and KCNK3 block inactive.
CS(=O)(=O)N1CCCC(C(=O)Nc2ccc(F)c(F)c2)C1 (stereo not given) was read as Dyrk1A ADPGlo 0, ANO1 activ inactive, HDAC3 inh 2 and KCNK3 block inactive.
`CCc1cc2c(SC(C)C(=O)NC3CCCC3)ncnc2s1` (stereo not given) gave Dyrk1A ADPGlo 8, ANO1 activ inactive, HDAC3 inh 8 and KCNK3 block inactive.
For CN(c1ccccc1)S(=O)(=O)c1cccc(NC(=O)CSc2nccc(=O)[nH]2)c1 the results were Dyrk1A ADPGlo 1, ANO1 activ inactive, HDAC3 inh 1 and KCNK3 block -9.8*.
